ERAP1 inh = blocks human ERAP1 aminopeptidase activity. recombinant ERAP1, Leu-AMC fluorescence, 60 min. inhibition, % at 10.7 µM. 340,000 compounds, 0.15% hits. AID 652197;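 active = mean replicate inhibition of at least 30%, or all replicates individually reaching that 30% level; inactive = mean below 30% and not every replicate reaching it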;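 also: 0% = neutral control wells and 100% = L-leucinethiol positive control wells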
Target sequence (Q9NZ08 whole entry, looked up): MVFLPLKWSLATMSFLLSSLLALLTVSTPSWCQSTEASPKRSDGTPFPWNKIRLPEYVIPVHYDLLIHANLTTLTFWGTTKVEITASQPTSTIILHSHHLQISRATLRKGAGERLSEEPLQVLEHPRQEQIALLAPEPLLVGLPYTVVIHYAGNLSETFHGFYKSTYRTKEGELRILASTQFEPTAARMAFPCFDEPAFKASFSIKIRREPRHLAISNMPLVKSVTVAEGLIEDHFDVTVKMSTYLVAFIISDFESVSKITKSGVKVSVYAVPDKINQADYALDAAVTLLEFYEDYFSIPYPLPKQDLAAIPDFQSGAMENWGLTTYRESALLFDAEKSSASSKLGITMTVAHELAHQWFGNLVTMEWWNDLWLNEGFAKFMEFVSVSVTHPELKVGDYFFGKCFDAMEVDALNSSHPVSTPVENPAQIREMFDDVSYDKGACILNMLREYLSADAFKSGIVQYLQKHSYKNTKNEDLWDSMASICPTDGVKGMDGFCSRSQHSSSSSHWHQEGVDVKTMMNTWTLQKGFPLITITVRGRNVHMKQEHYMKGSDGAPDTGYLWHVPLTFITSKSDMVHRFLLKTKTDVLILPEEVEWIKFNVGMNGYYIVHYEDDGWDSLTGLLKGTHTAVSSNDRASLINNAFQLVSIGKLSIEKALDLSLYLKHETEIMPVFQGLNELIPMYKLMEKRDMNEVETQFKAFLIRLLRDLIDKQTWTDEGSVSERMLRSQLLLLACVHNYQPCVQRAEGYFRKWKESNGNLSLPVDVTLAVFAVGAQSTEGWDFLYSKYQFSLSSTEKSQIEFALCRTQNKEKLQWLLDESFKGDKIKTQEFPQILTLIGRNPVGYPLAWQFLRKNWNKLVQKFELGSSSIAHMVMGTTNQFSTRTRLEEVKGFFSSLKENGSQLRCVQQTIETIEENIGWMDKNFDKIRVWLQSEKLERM
GSIS activator = primary screen for activators of insulin secretion dependent on glucose, INS-1E cells, GLuc reporter luminescence; INS-1E GLuc reporter insulin secretion, 2-3 h; activation, % at 16.6 µM; 370,000 compounds, 0.61% hits; AID 743287;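 active = lowest replicate activation of at least 40%, so every replicate reaches that level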;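 also: 0% = median of neutral control wells and 100% = median of IBMX positive control wells; some compounds called inactive have numbers as strong as hits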
esBAF inh = SWI/SNF esBAF complex inhibition. mouse ES cells, Bmi1-luciferase knock-in reporter, 24 h; 100% = twice the neutral-well signal. 350,000 compounds, 2% hits. reporter increase, % at 12.5 µM; in the data active = activation above about 40%;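 also: 0% = median of the plate's neutral control wells and 100% = double that signal; a rise in the Bmi1 reporter signal indicates esBAF inhibition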
ARNT TACC3 PPI = disrupts binding between human ARNT and TACC3; Q9Y6A5; AlphaScreen His-ARNT PAS-B/GST-TACC3 binding, luminescence; TACC3 fragment carries E629A point mutation; inhibition, % at 9.99 µM; 390,000 compounds, 0.66% hits; AID 623870;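 active = mean inhibition of replicates at least 50% and at least half of replicates each reaching 50%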;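 also: 0% = complete ARNT plus TACC3 wells and 100% = ARNT alone without TACC3; many hits fall short of the cut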
RAD54 inh = blocks human RAD54 Holliday junction branch migration | Q92698 | FAM/BHQ fluorescence | inhibition, % at 10.4 µM | 360,000 compounds, 0.14% hits;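 active = mean normalized replicate activity at least 40 and at least half of replicates scoring 40 or more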;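 also: 0% = median of neutral control wells and 100% = median of positive control wells; inhibitors cause a drop in the FAM fluorescence signal; in these data hits start at about 50%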
XiGFP reactiv = reactivates the inactive X chromosome in mouse fibroblasts. XiGFP mouse fibroblasts, % GFP-positive cells imaging, 3 d; cells co-treated with 5-aza-dC sensitizer; scaled so ellipticine positive control = 100%. activation, % at 7.58 µM. 360,000 compounds, 0.055% hits. AID 743238;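 active = mean normalized replicate activation at least 10% and every replicate at or above 10%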;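 also: 0% = median of on-plate neutral control wells and 100% = ellipticine 6 µM median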
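assay system = SV40-immortalized XiGFP fibroblast cells, line 68-5-11 | buffer or medium = DMEM plus 5-aza-dC sensitizer | doses = single-point pinned compound dosing | times = 3-day compound exposure, then 15 min fixation at room temperature | benchmarks = positive control ellipticine, 6 µM final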
RAD52 inh = inhibitors of human RAD52 DNA annealing. P43351. recombinant RAD52 DNA annealing, FRET fluorescence. inhibition, % at 18.7 µM. 360,000 compounds, 0.46% hits. AID 651710;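 active = every replicate showing at least 50% inhibition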
F508del corr = CFTR F508del correction in bronchial cells; CFBE cells, YFP halide quenching; stimulated with forskolin plus potentiator P3; % fluorescence drop versus neutral controls; activity (quench increase), % at 7.58 µM; 350,000 compounds, 0.36% hits; AID 720511;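 active = mean added fluorescence quench of at least 8% versus neutral control, with both replicates also reaching 8%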;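 also: cells transiently co-express mutant CFTR-F508del with the halide-sensitive YFP; corrector assay measuring rescue of mutant channel to the surface after 24 h compound exposure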
* = called active by the depositor; nt = not tested or not shown.

SMILES	ERAP1 inh	GSIS activator	esBAF inh	ARNT TACC3 PPI	RAD54 inh	XiGFP reactiv	RAD52 inh	F508del corr
O=C(/C=C/c1ccccc1)NC(=S)Nc1ccc(CN2CCOCC2)cc1	4	-7	nt	nt	nt	0.0	-9	1.8
Cc1nn(CC(=O)NCCN2CCCCC2C)c(=O)c2cc(-c3ccccc3)nn12 (stereo unspecified)	-2	3	-4	3	-6	0.0	-184	-1.2
CC(=O)N1CCN(CC(=O)Nc2cc(F)ccc2C)CC1	0	3	-1	33	2	0.0	7	-1.4
CCCn1cc(CN2CCCC(CNC(=O)c3ccc(F)cc3)C2)c(C)n1 (stereo unspecified)	-3	3	nt	1	nt	0.0	-9	2.6
CCC(C)(C)NC(=O)CN(C(=O)CCC(=O)Nc1nccs1)c1ccccc1C	0	-8	-8	-4	4	0.0	1	-1.6
Cc1ccc(S(=O)(=O)Nc2ccc3c(c2)C(=O)N([C@@H](C)CO)C[C@H](C)[C@H](CN(C)S(=O)(=O)c2ccc(C)cc2)OCCCC[C@@H](C)O3)cc1	-6	8	7	-30	-1	0.2	-23	9.1*
CC(=O)Nc1ccc(NC(=O)c2csc([C@H]3C[C@H](O)[C@@H](CO)O3)n2)cc1	-9	-8	-14	nt	-2	-0.1	-9	1.7
CCOc1ccc(NC(=S)N2CCCN(Cc3cc(C)ccc3C)C2)cc1	0	-23	-2	10	-1	0.0	-23	1.4
CC=Cc1ccc2n(c1=O)C[C@H]1[C@H](CO)[C@@H](C(=O)N[C@H](C)c3ccccc3)N(C(=O)c3cnccn3)[C@@H]21 (mixture of isomers)	1	0	0	-9	2	0.0	4	nt
CCN(CC)c1ccc(C2NC(=O)c3ccccc3N2)cc1 (stereo unspecified)	-10	3	nt	-3	nt	-0.2	-14	-5.4
CCn1c(O)c(C2=c3ccccc3=NC2=O)c2cc(Br)ccc21	-2	-7	nt	nt	nt	0.0	-21	-2.3
CCc1ccc(NC(=O)[C@H](NC(=O)[C@@H]2Cc3ccccc3CN2)c2ccccc2)cc1	1	-39	11	nt	4	0.1	-21	-0.2
Cc1ccc(-c2ccc3c(c2)O[C@@H](CN(C)Cc2ccccn2)[C@@H](C)CN([C@@H](C)CO)S3(=O)=O)cc1	-1	-32	3	6	-2	-0.5	29	2.7
O=C(Cc1ccccn1)N[C@H]1CC[C@@H](CCNS(=O)(=O)c2cccc(F)c2)O[C@@H]1CO	-1	9	-4	24	3	0.0	-12	2.2
O=C1NC[C@@H](CCCCN2CCN(CCC3CCCCC3)C(=O)C2=O)N(Cc2ccccc2)C1=O	-5	2	nt	nt	nt	-0.1	4	0.1
Cc1ccc(NS(=O)(=O)c2cccc(C(=O)NCC3CCCO3)c2)cc1 (stereo unspecified)	1	13	nt	1	-4	0.3	1	1.9
CCCCn1c(SC(C)C(=O)NCC2CCCO2)nc2cc(C(=O)OC)ccc2c1=O (stereo unspecified)	5	3	-3	-4	-1	-0.1	-36	-6.2
O=C(CCCc1nc(-c2ccccc2)no1)NC1CCCC1	0	12	11	-7	7	0.1	5	-0.4
CC1(C(=O)NCc2ccccc2)CN(S(C)(=O)=O)CC(=O)N1Cc1cccc(C(F)(F)F)c1 (stereo unspecified)	2	-10	nt	nt	nt	nt	-24	0.2
COCC(=O)Nc1ccc2c(c1)C(=O)N(C)C[C@H](OC)[C@@H](C)CN(Cc1ccccc1F)[C@@H](C)CO2	3	-15	1	-7	0	0.2	-14	-1.4
CCOc1cc(C(=O)Nc2ccc(NC(C)=O)cc2)ccc1OCC(=O)N1CCCCC1	3	nt	nt	-4	nt	0.3	-15	nt
CN(C)N1C(N)=C(C#N)C(c2ccc(Cl)cc2)C2=C1CCCC2=O (stereo unspecified)	3	11	5	-2	-10	0.2	-12	3.6
CC(=C1C(=O)c2ccccc2C1=O)N1CCN(CCN=CC2=C(O)CC(C)(C)CC2=O)CC1	-3	-3	nt	-2	nt	0.0	-33	0.7
c1csc(-c2nn3cnnc3c3ccccc23)c1	10	39	nt	10	nt	0.4	-10	4.5
Cc1ccccc1-c1nn(-c2ccc(F)cc2F)cc1CNCCN(C)C	-2	-40	-4	11	-20	0.0	44	-2.6
(further entries)
SMILES	ERAP1 inh	GSIS activator	esBAF inh	ARNT TACC3 PPI	RAD54 inh	XiGFP reactiv	RAD52 inh	F508del corr
CC(C)CNC(=O)C(=O)NCCCN1CCOCC1	0	-1	nt	-17	nt	0.1	-3	-0.6
CCn1cc(CCC(=O)NCc2cccc(OC)c2OC)c2ccccc21	3	-10	-3	-2	-9	0.2	-11	nt
CCCCNC(=S)N(C)/N=C/c1c(F)c(F)c(F)c(F)c1F	nt	-16	11	-3	nt	0.4	nt	nt
COc1ccc(C#Cc2ccc3c(c2)O[C@H](CN(C)C(=O)NC2CCCCC2)[C@H](C)CN([C@@H](C)CO)S3(=O)=O)cc1	2	0	-12	-9	-4	0.2	-46	-2.3
COc1cccc(C#Cc2cnc3c(c2)C(=O)N([C@@H](C)CO)C[C@H](C)[C@H](CN(C)CC2CC2)O3)c1	-6	5	-6	4	2	0.2	-17	1.4
COC(C[C@@H](O)CC(=O)[C@H](C)OCc1ccccc1)OC	7	18	-2	-7	4	0.0	-13	2.8
C=CCOc1c2ccc(C(=O)NCc3ccc(C)cc3)cc2nn1C	8	7	9	2	2	0.0	-12	-3.5
C[C@H](CO)N1C[C@H](C)[C@H](CN(C)C(=O)c2ccccc2F)Oc2cc(-c3ccc(F)cc3)ccc2S1(=O)=O	-3	-17	-5	-6	-8	0.2	18	-1.5
CCC(=O)N1CC(=O)N2[C@H](C1)[C@@H](c1ccc(-c3ccccc3F)cc1)[C@@H]2CO	nt	2	nt	nt	nt	0.4	2	-0.7
CC(C)CCN(CCC(C)C)CC(O)Cn1c2ccccc2c(=O)c2ccccc21 (stereo unspecified)	-1	nt	nt	-14	12	-0.1	-8	-2.5
CCOc1ccc(CCN2C(=O)C(=O)N([C@@H](Cc3ccc(O)cc3)CN3CCC[C@H]3CN3C(=O)C(=O)NC[C@@H]3Cc3ccccc3)C[C@@H]2Cc2ccc(O)cc2)cc1	-3	-7	nt	nt	nt	0.1	-3	1.8
CCc1ccc(NC(=O)NCCCN2CCCC2=O)cc1	2	15	nt	-4	5	0.4	-16	-3.6
COc1ccc(-n2c(C)cc(/C=C3\SC(=S)NC3=O)c2C)cc1	3	-8	nt	nt	nt	0.0	-22	5.1
C[C@@H]1CN([C@H](C)CO)C(=O)Cc2cc(NC(=O)Cc3cn(C)c4ccccc34)ccc2O[C@H]1CN(C)C(=O)Nc1ccc2c(c1)OCO2	-6	7	4	-24	-3	-0.6	19	-1.2
O=C(Nc1ccc(F)cc1)N[C@@H]1CC[C@H](CCn2cc(-c3ccc(F)cc3)nn2)O[C@@H]1CO	3	-24	-4	-20	-3	-0.4	-7	-0.3
Cc1cccc(N2CCN(S(=O)(=O)c3ccc(-c4cc(C)no4)s3)CC2C)c1 (stereo unspecified)	1	23	-7	0	0	0.0	-10	0.6
COc1ccc(C(=O)NC(=O)COC(=O)C2CC2C)cc1 (stereo unspecified)	-3	22	-4	8	8	-0.2	-2	0.3
COc1cccc(-c2cnc3c(c2)C(=O)N([C@@H](C)CO)C[C@@H](C)[C@@H](CN(C)CC2CCOCC2)O3)c1	3	12	-4	-9	5	0.3	7	2.1
CCc1nc2c(OCc3cccc(Cl)c3)cccn2c1N(C)C(=O)c1ccc(OC)cc1	-1	-21	-7	nt	19	0.0	-50	0.4
O=C(Cc1ccccc1)N1C[C@H]2[C@@H](c3ccccc31)[C@@H](CO)N2C(=O)Cc1ccccc1	0	19	-6	-6	0	0.0	-1	3.7
CC(C)=NNc1ncnc2nc[nH]c12	-11	nt	nt	72*	nt	0.0	19	nt
O=C(C/C(=N\NC(=O)c1ccccc1Br)C(F)(F)F)c1cccs1	-2	-26	nt	5	nt	-0.1	-18	1.9
CC1(C)CC(NC(=O)c2cc(Cl)ccc2Cl)CC(C)(C)N1	-1	-6	-8	0	-5	0.3	-14	-2.8
COc1ccc(C(=O)NC2CCSc3ccccc32)cc1S(=O)(=O)N1CCOCC1 (stereo unspecified)	-3	-12	8	1	nt	0.0	-6	2.2
N#CC(=C(O)COC(=O)Cc1c[nH]c2ccccc12)c1nc2ccccc2[nH]1	1	nt	nt	9	nt	-0.1	-24	-1.3
Other structures
SMILES	ERAP1 inh	GSIS activator	esBAF inh	ARNT TACC3 PPI	RAD54 inh	XiGFP reactiv	RAD52 inh	F508del corr
O=C(COc1ccc(Br)cc1)NNC(=S)NCc1ccccc1	2	5	-1	25	9	0.0	-10	-1.5
C[C@H](O)C#Cc1ccc2c(c1)O[C@@H](CN(C)C(=O)c1ccncc1)[C@H](C)CN([C@H](C)CO)S2(=O)=O	nt	9	-7	3	-7	0.7	nt	-0.4
O=C(COC(=O)Cc1cccc(C(F)(F)F)c1)NC(=O)NC1CCCC1	-1	-34	1	26	-1	0.0	-16	3.1
Cc1ccccc1-n1c(Cn2c(=O)sc3ccccc32)nnc1SCC(=O)N1CCCC1	-2	1	2	2	-1	0.1	-10	1.6
COc1ccc([N+](=O)[O-])cc1N(CC(=O)NCCSc1ccccc1)S(C)(=O)=O	1	-5	1	-11	nt	0.1	-9	-0.6
Cc1nc(Nc2ccc(Cl)cc2)c(C#N)c(=O)[nH]1	-1	16	-3	12	-7	0.0	-18	1.4
COCCNS(=O)(=O)c1cc(OC)ccc1OC	0	0	nt	-9	nt	0.0	-6	-2.8
Cc1ccccc1NC(=S)N(Cc1ccco1)C(C)c1ccccn1 (stereo unspecified)	-4	5	nt	2	nt	0.0	-48	8.0
O=C(N[C@H](CO)Cc1ccccc1)c1ccco1	nt	6	5	-9	-2	0.1	nt	0.0
CC(C)N1CCc2c(sc(NC(=O)CN3C(=O)c4ccccc4C3=O)c2C(N)=O)C1	0	-1	nt	nt	nt	0.2	3	-0.3
CN1C(=O)c2cc(NS(C)(=O)=O)ccc2OC[C@@H]2O[C@H](CC(=O)NCc3ccccc3)CC[C@@H]21	0	15	-3	-4	-5	0.1	-3	-1.2
Cc1cc(C(=O)OCC(=O)N2CCC(c3ccccc3)=N2)ccc1[N+](=O)[O-]	-2	13	-1	-4	-2	0.1	-1	-3.6
COc1ccc(NC(=O)C2CCN(S(=O)(=O)c3ccc4c(c3)CC(C)N4C(C)=O)CC2)cc1OC (stereo unspecified)	-2	26	0	0	7	0.1	-6	1.0
C=CCOc1cccc(C2c3c(oc4ccc(F)cc4c3=O)C(=O)N2CCCN2CCOCC2)c1 (stereo unspecified)	nt	-3	11	nt	-2	0.3	-16	1.7
Cc1ccc(COc2ccc(/C=N/NC(=O)CN3CCCCC3)cc2)cc1	-3	-10	nt	-5	nt	0.4	18	0.2
N#C[C@H]1[C@H](c2ccccc2-c2ccc(F)cc2)[C@H](CO)N1c1ncc(-c2ccccc2)s1	3	-4	nt	nt	nt	0.1	-18	1.3
O=C(NCCN1CCCC1)[C@H]1[C@H](CO)[C@H]2Cn3c(cccc3=O)[C@@H]1N2C(=O)NC1CCCC1	-43	5	nt	nt	nt	0.4	-5	-2.2
COc1ccc(NC(=O)C(c2ccccc2F)n2c(=O)c(-c3ccco3)nc3ccccc32)cc1 (stereo unspecified)	nt	3	nt	nt	nt	0.3	-48	1.9
Cn1c(=O)c2cc(NC(=O)CCc3cccnc3)ccc2n1Cc1ccc(F)cc1	13	-2	-8	nt	-1	0.1	-1	0.0
CNC(=O)C[C@@H]1CC[C@@H]2[C@H](COC[C@H](O)CN2C(=O)c2ccccn2)O1	-6	0	-3	3	7	0.0	14	2.3
CC(C)C(=O)N1CCN(c2ccccc2NC(=O)COc2ccc(C3CCCCC3)cc2)CC1	0	-3	-2	1	8	0.1	-23	-0.1

From PubChem BioAssay
